Epigenetic reg: regulators of epigenetic silencing causing reporter derepression in mouse cells; 280,000 compounds, 0.2% hits; Potency, µM (highest dose often 53.9 µM), inactives show at the highest dose GFP activation, actives largely listed as activators; murine LDR cells, GFP reporter derepression, 30 h; AID 1865; active means well fitted activation curve with a large enough effect; inconclusive means small, poorly fitted or top-dose-only effect; further: % of control where 0% means no effect; nearly all actives have a fitted effect of over 60% in size
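Reporter derepression read as number of fluorescent GFP-positive objects, 20-120 um in size, counted by laser-scanning cytometer. Mouse LDR line with an epigenetically silenced CMV-GFP locus; compound incubation 30 h, 37 C.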
* hit, by the source's call; ? = inconclusive. Potency means the concentration at half of the fitted maximal effect.

Epigenetic reg	molecule
6.8%	CCCCc1ccc(Nc2ncnc3c2cnn3-c2ccc(C)cc2)cc1
-1.6%	O=c1oc2ccc3ccccc3c2cc1-c1nnc(Nc2ccccc2F)s1
-7.1%	CCNC(=O)CC1C(=O)N(c2ccc(C)cc2)C(=O)N1Cc1ccc(C)cc1 (centres undefined)
-1.1%	CCOC(=O)c1sc2ncn(CC(=O)Nc3ccc(C)cc3C)c(=O)c2c1C
1.1%	Cc1ccc2nc(-c3cc(NC(=O)COc4ccc(C)c(C)c4)ccc3Cl)oc2c1
1.3%	CC(C)CCNC(=O)CCn1c(=O)c2cccn2c2cccnc21
4.2%	O=C(Nc1cccc(F)c1)[C@H](CSCc1ccccc1)N1Cc2ccccc2C1=O
1.1%	O=C(NC(=O)c1ccccc1)Nc1ccc(-n2nc(C(F)(F)F)cc2C(F)(F)F)cc1
1.4%	COc1ccc(N2CC(NC(=O)COc3cccc(C)c3)CC2=O)cc1OC (centres undefined)
-2.6%	O=C(c1cccn1-c1nnc(N2CCCC2)s1)N1CCN(c2ccccc2)CC1
2.4%	CCOc1ccc(Sc2cc(C(=O)NCc3ccc(C)cc3)c3ccccc3n2)cc1
-0.2%	CC(C)NC(=O)CC(=O)Nc1ccc2nc3n(c(=O)c2c1)CCCCC3
-3.9%	COc1ccccc1CNCc1ccc(C(=O)O)s1
-0.5%	CCOC(=O)c1c(NC(=O)CCCOc2ccccc2C)sc2c1CCC(C)C2 (centres undefined)
1.9%	Cc1cccc(CNC(=O)C2CCN(c3nnc(-n4c(C)ccc4C)s3)CC2)c1
-1.1%	COc1ccc(C(=O)NCCn2cc(SCc3cc(C)ccc3C)c3ccccc32)cc1
-0.5%	COc1ccc(CC(=O)NCc2ccc3c(c2)CCN3C(=O)c2ccccc2)cc1OC
-1.3%	CCc1ccccc1N(CC)C(=O)c1c(C)oc2ncnc(N3CCOCC3)c12
0.0%	CCOCCc1nn2c(=O)cc(COC(=O)Cc3ccccc3)nc2s1
-0.5%	COc1cc(CN(C(=O)COc2ccccc2)c2ccccn2)cc(OC)c1OC
0.0%	Cc1c(C(=O)OCC2CCCCC2)[nH]c2c1C(=O)CC(c1ccc(F)cc1)C2 (centres undefined)
5.3%	CCOC(=O)C1CCCN(C(=O)C2CCN(c3nnc(C)c4c(C)n(-c5ccccc5)nc34)CC2)C1 (centres undefined)
-1.1%	CN(C(=O)c1ccc2c(c1)N(Cc1cccc(Cl)c1)C(=O)c1ccccc1S2(=O)=O)C1CCCCC1
-2.6%	COc1ccccc1C(=O)Nc1ccc(C(=O)OCc2cc(=O)n3c4c(sc3n2)CCCC4)cc1
-0.4%	O=C(CCn1cnc2onc(-c3ccc(F)cc3)c2c1=O)N1CCN(c2cccc(Cl)c2)CC1
10.2%	CCN(CC)S(=O)(=O)c1ccc2c(c1)N(CC(=O)Nc1c(C)cc(C)cc1C)C(=O)C1CCCN21 (centres undefined)
1.0%	Cc1cccc(N(CC(N)=O)C2SC(=O)N(Cc3cccc(C(=O)O)c3)C2=O)c1 (centres undefined)
-0.6%	COc1ccc(-n2nc(C(=O)NCCc3cccc(C)c3)c3c4ccccc4n(C)c3c2=O)cc1Cl
-0.8%	Cc1ccc2onc(CC(=O)N3CCN(c4ccccc4)CC3)c2c1
0.0%	CSc1cccc(NC(=O)C2CCCN(C(=O)c3cnn(-c4ccc(F)cc4)c3-n3cccc3)C2)c1 (centres undefined)

The results go on.
Epigenetic reg	molecule
4.3%	CC(C)CCn1c(=O)c2sccc2n2c(CCCC(=O)NC(C)C)nnc12
1.1%	CCc1c(C)c2cc3c(c(C)c2oc1=O)OCN(CCc1ccc(OC)c(OC)c1)C3
-1.1%	COc1ccccc1NC(=O)CSc1nnc(N)s1
-3.7%	CCC(=O)Nc1ccccc1-c1nc2ccccc2n(C(CC)C(=O)Nc2cccc(Cl)c2)c1=O (centres undefined)
-1.7%	CCOC(=O)c1noc2ncn(CC(=O)Nc3cccc(C(F)(F)F)c3)c(=O)c12
1.7%	CN(C)c1ccc(C(CNS(=O)(=O)c2ccc(F)cc2)N2CCc3ccccc32)cc1 (centres undefined)
-1.1%	Fc1ccccc1OCc1nc(-c2ccc(-n3cccc3)cc2)no1
2.0%	Cc1ccc(-n2ncc3c(N4CCC(C)CC4)ncnc32)cc1C
13.5%	Cc1c(C(=O)Nc2nc(-c3ccc(F)cc3)ns2)oc2ccc(Cl)cc12
0.0%	CC(=O)N1CCCc2cc(S(=O)(=O)N3CCCC(C(=O)NCc4ccccc4Cl)C3)ccc21 (centres undefined)
-1.6%	CC(=O)Nc1cc(-c2nc3ccccc3s2)ccc1C
-1.2%	CN(C(=O)C1CCN(c2ncnc3c2nc2n3CCCCC2)CC1)c1ccccc1F
-1.1%	CC1CCCN(CCCNC(=O)c2ccc3c(c2)N(Cc2ccccc2F)C(=O)c2ccccc2S3(=O)=O)C1 (centres undefined)
-1.9%	Cc1cccc(OCC(=O)N(Cc2ccccc2)c2ccccn2)c1
-1.0%	CC1(c2ccccc2)CC(C)(C)N(C(=O)c2ccccc2Cl)c2ccccc21 (centres undefined)
0.0%	CCCCc1nn2c(=O)cc(COC(=O)c3cccc(OC)c3)nc2s1
0.0%	COc1ccc(CCNc2ncnc3onc(C)c23)c(OC)c1
0.3%	CCOc1ccccc1NC(=O)Cn1nnc(C(=O)Nc2ccc(C)c(C)c2)c1N
1.3%	Cc1cc(C)cc(N2C(=O)N(Cc3cccc(F)c3)c3ccccc3S2(=O)=O)c1
0.0%	COc1ccc2nc3sc(C(=O)NCCc4ccc(Cl)cc4)cc3cc2c1
5.0%	COc1ccc(C)cc1NC(=O)Nc1cccc(-c2noc(C)n2)c1
-1.1%	O=C(NCc1noc2ccccc12)Nc1ccc(F)cc1F
0.0%	CC(C)c1ccc(S(=O)(=O)N2CCN(CC(=O)Nc3ccccc3C(F)(F)F)CC2)cc1
1.1%	O=C(Nc1ccccc1C(F)(F)F)N1CCOc2ccc(Cl)cc21
0.0%	CC(=O)Nc1nonc1-c1nnc(SCC(=O)Nc2cc(Cl)ccc2C)n1C
0.7%	COc1cc(OC)cc(N2C(=O)CSC23C(=O)Nc2ccccc23)c1 (centres undefined)
-0.6%	Cc1ccc2c(c1)C(c1ccc(F)cc1)N(C(=O)C(C)C)CC(=O)N2 (centres undefined)
-1.6%	O=C(Nc1ccc2nc(SCC(=O)N3CCOCC3)sc2c1)c1ccccc1Cl
-2.0%	CCOc1ccc(CCNc2nc3c(-c4ccc(C)cc4)nnn3c3ccccc23)cc1OCC
9.7%	Cc1cccc(-c2nc3scc(CCNS(=O)(=O)c4ccc(F)c(C(F)(F)F)c4)n3n2)c1

As entered above.
`O=C(Nc1ccccc1C(F)(F)F)N1CCOc2ccc(Cl)cc21` – Epigenetic reg = 1.1%
`Cc1ccc2c(c1)C(c1ccc(F)cc1)N(C(=O)C(C)C)CC(=O)N2` (centres undefined) – Epigenetic reg = -0.6%

(next part)
Epigenetic reg	molecule
4.0%	Cc1ccccc1NC(=O)C1CCN(S(=O)(=O)c2c(C)noc2/C=C/c2ccco2)CC1
-1.7%	CCOC(=O)C1CCN(c2nc3c(S(=O)(=O)c4ccccc4)nnn3c3ccsc23)CC1
-1.0%	CSc1ncc(Cl)c(C(=O)Nc2ccc(S(=O)(=O)Nc3nccc(C)n3)cc2)n1
2.5%	COc1cccc(CNC(=O)CCn2nc(C)c3c(C)n(-c4ccccc4)nc3c2=O)c1
-0.2%	CCOC(=O)c1sc2ncn(CC(=O)Nc3ccc(N(C)C)cc3)c(=O)c2c1C
-1.6%	Cc1ccc(CN(C(=O)Nc2cccc(Cl)c2)c2ccccn2)cc1
1.1%	COc1ccccc1NC(=O)CSc1oc(-c2ccccc2)nc1S(=O)(=O)c1ccc(C)cc1
-1.6%	Cc1cccc(Cn2cc(/C=C(/C#N)C(=O)Nc3cccc(Cl)c3)c3ccccc32)c1
1.9%	Fc1cccc(-n2ncc3c2ncn2nc(Cc4ccccc4)nc32)c1
3.2%	CC(=O)Nc1ccc(S(=O)(=O)NC2(C(F)(F)F)C(=O)Nc3c2c(=O)[nH]c(=O)n3-c2ccc(C)c(C)c2)cc1 (centres undefined)
-1.1%	COc1cc(NC(=O)c2ccc3oc(=O)c(S(=O)(=O)c4ccccc4)cc3c2)cc(OC)c1
0.0%	COc1ccc(CNC(=O)c2sc3nc4n(c(=O)c3c2C)CCC4)cc1
4.4%	CCOC(=O)CNC(=O)N1[C@H](c2cccs2)[C@@H](C)C(=O)[C@@H](C)[C@@H]1c1cccs1
2.8%	CCN(C(=O)C(NS(=O)(=O)c1ccc(Br)s1)c1ccccc1)c1ccc(C)c(C)c1 (centres undefined)
0.8%	COc1ccccc1CNC(=O)c1cc2c(s1)-c1ccccc1OC2
0.0%	COc1ccc(-c2nc3ccccc3s2)cc1NC(=O)c1ccc(C#N)cc1F
?	COc1cccc(NC(=O)Cn2c(=O)n(-c3cccc(OC)c3)c(=O)c3sc4ccccc4c32)c1
-1.4%	CN(Cc1ccccc1)C(=O)CSc1nc2ccccc2n1Cc1ccccc1F
2.7%	COc1ccc(OC)c(NC(=O)Cn2c(=O)n(-c3ccc(Cl)cc3)c(=O)c3c(C)c(C)sc32)c1
-1.0%	CCOc1ccc(Oc2nc(NCC(C)C)nc(N3CCOCC3)n2)nn1
4.2%	Cc1cccc(N2CCN(C(=O)CSCc3ccc(F)cc3)CC2)c1C
0.0%	O=c1cc2nc(-c3ccccc3)nc(SCCOc3ccc(Cl)cc3)n2[nH]1
-8.2%	CCOc1cccc(CC(=O)N2CCc3c([nH]c4ccccc34)C2c2ccc(SC)cc2)c1OCC (centres undefined)
0.8%	O=C(Cn1c(=O)n(Cc2ccccc2)c(=O)c2sc3ccccc3c21)Nc1ccc(F)cc1
-0.2%	CCc1ccc(NC(=O)CC(c2cc(OC)c(OC)c(OC)c2)N2Cc3ccccc3C2=O)cc1 (centres undefined)
0.8%	Cc1ccc2c(c1)N(S(=O)(=O)c1cc(-c3onc(C)c3C)ccc1C)CCO2
0.0%	Cc1ccccc1NC(=O)CS(=O)(=O)c1cccc2nsnc12
-2.7%	Cc1ccc(-c2c3c(=O)n(C)c(=O)n(C)c3c3n2-c2ccccc2NC3c2ccc(C)cc2O)cc1 (centres undefined)
-0.1%	CC(C)c1nnc(N2C(=O)c3oc4ccccc4c(=O)c3C2c2ccccc2F)s1 (centres undefined)
-1.7%	Cc1ccc(NC(=O)c2ccc(CN3C(=O)CCn4nc(C)cc43)cc2)c(Cl)c1

The listing continues.
Epigenetic reg	molecule
2.7%	Cc1ccn2c(=O)cc(COc3ccc(NC(=O)C(C)(C)C)cc3)nc2c1
0.8%	Cc1ccc(CNC(=O)c2c3c(nc4ccccc24)C(=O)N(C2CCCCC2)C3)cc1
0.8%	O=C(NCCc1ccccc1)c1ccc(CS(=O)(=O)Cc2ccccc2Cl)o1
1.1%	COc1ccc(N2CCN(CC(O)COc3ccc(C(C)C)c(C)c3)CC2)cc1 (centres undefined)
0.0%	Cc1sc2ncn(CC(=O)Nc3cccc(C(F)(F)F)c3)c(=O)c2c1S(=O)(=O)N1CCN(C)CC1
0.4%	Cc1ccc2nc(-c3ccccc3O)c(Nc3ccccc3C)n2c1
11.8%	CCc1nnc(SCC(=O)Nc2cccc(C(F)(F)F)c2)c2cc3oc(C)cc3n12
?	COc1ccccc1Cc1nc2ccccc2nc1SCC(=O)NCCc1ccccc1
-1.6%	CCOC(=O)c1cnc2c(ccc3ccccc32)c1Nc1ccc(OCC)cc1
-1.3%	COc1ccc(CC(=O)NCc2ccc3c(c2)CCN3C(=O)c2ccc(Cl)cc2)cc1
-1.0%	CCSc1nnc2c(n1)OC(c1ccc(C)s1)Nc1ccccc1-2 (centres undefined)
12.3%	Cc1c(C)n(C)c2ccc(C(=O)NCCCN3CCCCC3)cc12
-0.6%	O=C(CSc1ccc(-c2ccccn2)nn1)Nc1ccc(F)c(F)c1
-1.6%	COc1ccc(C)cc1Nc1cc(C)nc(C)n1
4.3%	COc1ccccc1-c1ccnc2c(-c3ccc(Br)cc3)c(C)nn12
9.3%	COc1ccc2c(c1)CC(NC(=O)Nc1ccc(Br)c(C)c1)CO2 (centres undefined)
0.8%	COc1ccccc1C(=O)NCCn1cc(SCc2ccc(C)cc2)c2ccccc21
1.3%	Cc1ccc2nc3c(cc(C(=O)NC4CCCC4)c(=N)n3C(C)C)c(=O)n2c1

Another view of part of the listing above:
SMILES	Epigenetic reg
O=C(NCCc1ccccc1)c1ccc(CS(=O)(=O)Cc2ccccc2Cl)o1	0.8%
COc1ccc(N2CCN(CC(O)COc3ccc(C(C)C)c(C)c3)CC2)cc1 (centres undefined)	1.1%
Cc1sc2ncn(CC(=O)Nc3cccc(C(F)(F)F)c3)c(=O)c2c1S(=O)(=O)N1CCN(C)CC1	0.0%
Cc1ccc2nc(-c3ccccc3O)c(Nc3ccccc3C)n2c1	0.4%
CCc1nnc(SCC(=O)Nc2cccc(C(F)(F)F)c2)c2cc3oc(C)cc3n12	11.8%
COc1ccccc1Cc1nc2ccccc2nc1SCC(=O)NCCc1ccccc1	?
CCOC(=O)c1cnc2c(ccc3ccccc32)c1Nc1ccc(OCC)cc1	-1.6%
COc1ccc(CC(=O)NCc2ccc3c(c2)CCN3C(=O)c2ccc(Cl)cc2)cc1	-1.3%
CCSc1nnc2c(n1)OC(c1ccc(C)s1)Nc1ccccc1-2 (centres undefined)	-1.0%
Cc1c(C)n(C)c2ccc(C(=O)NCCCN3CCCCC3)cc12	12.3%
O=C(CSc1ccc(-c2ccccn2)nn1)Nc1ccc(F)c(F)c1	-0.6%
COc1ccc(C)cc1Nc1cc(C)nc(C)n1	-1.6%
COc1ccccc1-c1ccnc2c(-c3ccc(Br)cc3)c(C)nn12	4.3%
COc1ccc2c(c1)CC(NC(=O)Nc1ccc(Br)c(C)c1)CO2 (centres undefined)	9.3%
COc1ccccc1C(=O)NCCn1cc(SCc2ccc(C)cc2)c2ccccc21	0.8%
Cc1ccc2nc3c(cc(C(=O)NC4CCCC4)c(=N)n3C(C)C)c(=O)n2c1	1.3%

These rows are one share of the data; the hit share may differ from the screen's.
